Screening data deposited in PubChem by several laboratories.
aDG glyco act: alpha-DG glycosylation activation; Pro5-aDG cells, alpha-DG glycosylation AlphaScreen (IIH6); 0% Pro5, 100% B10-LARGE cell signal; activation, % at 10 µM; actives 0.22% (n = 360,000); AID 624168;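 active = activation of at least 8% versus controls, or a plate z-score of at least 8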;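 also: Pro5 are CHO cells carrying HIG-tagged alpha-DG that lacks glycosylation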
Vif inh: inhibitors of HIV Vif; HEK293T cells, Vif self-association by quenched fluorescence, imaging, 24 h; inhibition, % at 7.49 µM; actives 0.35% (n = 340,000); in the data active = inhibition above about 50%, passing the limit was not always enough; also: some results filed as inactive read as strong as hits
PDI turbidity: blocks human protein disulfide isomerase activity | inhibition, % at 10 µM | actives 0.052% (n = 350,000) | P07237 | AID 588391 | PDI insulin aggregation turbidity, A650, 90 min;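 active = mean inhibition across replicates of 30% or more, whatever share of single replicates reach that level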;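 also: absorbance from insulin aggregation driven by PDI reduction with DTT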
Target sequence (P07237 whole entry, looked up): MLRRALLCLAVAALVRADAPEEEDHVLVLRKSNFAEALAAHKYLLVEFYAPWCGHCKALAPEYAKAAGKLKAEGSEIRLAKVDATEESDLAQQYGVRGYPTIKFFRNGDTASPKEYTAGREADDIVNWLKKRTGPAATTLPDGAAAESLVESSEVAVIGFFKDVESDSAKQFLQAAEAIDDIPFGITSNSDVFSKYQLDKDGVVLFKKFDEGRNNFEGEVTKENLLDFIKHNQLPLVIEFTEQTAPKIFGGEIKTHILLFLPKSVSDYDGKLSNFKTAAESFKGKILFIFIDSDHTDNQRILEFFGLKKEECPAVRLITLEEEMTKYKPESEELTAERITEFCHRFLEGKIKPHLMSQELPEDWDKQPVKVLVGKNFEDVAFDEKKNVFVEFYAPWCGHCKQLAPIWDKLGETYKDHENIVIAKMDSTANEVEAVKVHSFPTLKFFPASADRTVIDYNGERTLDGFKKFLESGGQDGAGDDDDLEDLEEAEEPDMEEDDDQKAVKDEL
TRPM1 prom inh: MITF TRPM1 promoter inhibition in SK-MEL-5 cells | SK-MEL-5 TRPM1 promoter luciferase, 24 h | inhibition, % at 12.5 µM | actives 0.83% (n = 330,000) | AID 488899;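 active = mean inhibition across replicates of 60% or more, whatever share of single replicates reaches that level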; also: values of inactives mirror those of a sister screen read the other way
CaV13 ICDI inh: Primary screen for inhibitors of IQ motif and Ca2+-dependent inactivation inhibitor domain binding in CACNA1D, Förster resonance energy transfer in living cells, …. HEK cells, CFP/YFP FRET ICDI-IQ, plate reader, 10 min; percent FRET-ratio fall versus neutral wells. inhibition, % at 12.3 µM. actives 0.098% (n = 340,000);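 active = mean replicate inhibition of at least 30% and at least 1% of replicates passing that level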;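 also: 0% = median of the neutral control wells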
NR2E3 ag-1: activates human photoreceptor nuclear receptor NR2E3; Q9Y5X4; inhibition of corepressor binding, % at 4.78 µM; AID 2300; actives 0.12% (n = 320,000); GST-NR2E3/biotin-RetCOR TR-FRET, 1536-well;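 active = percent inhibition above the cutoff of mean plus 3 SD of all tested compounds, set per screening campaign, cut at about 20% in these data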;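 also: 0% = DMSO wells and 100% = biotin wells as full block of FRET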
Target sequence (Q9Y5X4 whole entry, looked up): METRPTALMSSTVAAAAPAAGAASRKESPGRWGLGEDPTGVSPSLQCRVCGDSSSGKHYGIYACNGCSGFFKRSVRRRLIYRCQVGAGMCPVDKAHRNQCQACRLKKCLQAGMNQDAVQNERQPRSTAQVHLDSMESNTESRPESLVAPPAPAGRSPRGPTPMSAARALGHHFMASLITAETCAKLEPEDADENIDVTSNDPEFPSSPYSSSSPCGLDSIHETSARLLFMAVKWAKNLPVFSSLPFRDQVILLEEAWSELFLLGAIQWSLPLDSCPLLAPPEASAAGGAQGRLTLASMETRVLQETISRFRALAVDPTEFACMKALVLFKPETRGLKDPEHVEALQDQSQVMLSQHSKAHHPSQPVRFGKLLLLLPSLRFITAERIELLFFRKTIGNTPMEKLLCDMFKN
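Material: NR2E3–RetCOR corepressor complex / Amount: 1.35 nM GST-NR2E3 / Medium: Tris pH 7.5 / Compound: single nominal compound dose of 4.8 µM / Incubation: 5 h at 4 °C / Technique: TR-FRET, Eu(K)-anti-GST donor, streptavidin-D2 acceptor, ex 340, em 617/671 nm / Read-out basis: percent loss of FRET ratio relative to control wells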
HIF-2a inh: inhibitors of HIF-2a. actives 0.72% (n = 360,000). inhibition, % at 18.8 µM. 786-0 RCC cells HIF-2a reporter, luciferase luminescence, overnight;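 active = inhibition of the luminescence signal of 40% or more relative to plate controls, in a single-dose primary screen at 18.75 µM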
Peg3 promoter: reduces Peg3 promoter-driven luciferase expression in HeLa | HeLa PEG-Prom luciferase reporter, luminescence, overnight | inhibition, % at 20 µM | actives 1.7% (n = 360,000) | AID 588405;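 active = inhibition of at least 50% at 20 µM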
hiPSC survival: increases survival of single human iPS cells; hiPSC single-cell survival, ATPlite luminescence; 100% = ROCK inhibitor wells, 0% = DMSO; survival enhancement, % at 20 µM; actives 0.044% (n = 360,000); in the data active = survival enhancement above about 18%;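 also: cells exposed to compounds for 16 hours before the ATP read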
NR2E3 ag-2: human photoreceptor-specific nuclear receptor agonism; inhibition of corepressor binding, % at 3.98 µM; CHO-S Gal4-NCOR/VP16-NR2E3 two-hybrid, luciferase; AID 602229; Q9Y5X4; actives 0.35% (n = 360,000);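 active = inhibition above the mean of all tested compounds plus 3 SD, cut at about 70% in these data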;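 also: 0% = DMSO with NR2E3 transfected cells and 100% = cells lacking NR2E3 construct; higher means lower luciferase signal from less NR2E3 corepressor binding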
Granule exo inh: lytic granule exocytosis inhibition; TALL-104 LAMP-1 surface exposure, flow cytometry; cells stimulated with thapsigargin and PMA; inhibition, % at 10 µM; actives 0.66% (n = 360,000);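 active = inhibition above about 55%, limit read from the data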
An asterisk follows results filed as active; nt = no result given. Rows were taken by chance (roughly 3.5% active in at least one column).

Compound	aDG glyco act	Vif inh	PDI turbidity	TRPM1 prom inh	CaV13 ICDI inh	NR2E3 ag-1	HIF-2a inh	Peg3 promoter	hiPSC survival	NR2E3 ag-2	Granule exo inh
CCc1nnc(NC(=O)CSc2nnc(CNc3cccc(Cl)c3)n2CC)s1	-0.1	-15.4	-4.0	14.2	-7.4	2.6	3.0	12.3	0.5	-10.2	-5.0
COc1ccc(C(=O)NN2CC(O)=C(c3nc4ccccc4n3C)C2=N)cc1OC	-0.2	-2.3	-4.8	-4.5	-6.0	-2.5	16.8	9.5	-0.8	0.1	0.2
O=C(CCS(=O)(=O)c1ccc(Br)cc1)Nc1cc(F)ccc1F	0.0	-2.6	-13.8	9.7	-2.7	-3.9	17.2	1.4	-0.6	-6.1	-0.5
O=C(c1cc(-c2ccccc2)on1)N1CCc2ccccc2C1	-0.1	5.3	11.6	-23.8	-2.6	-2.3	-211.7	-139.4	0.9	-40.3	-0.8
CC(C)CC(=O)N1CCC(O)(CS(=O)(=O)Cc2ccccc2Cl)CC1	-0.4	18.2	-1.1	5.8	-4.2	-1.3	21.4	5.8	-3.4	-4.7	0.6
C=CCc1ccc(OCCCCN2CC(C)CC(C)C2)c(OC)c1 (stereo not given)	0.7	-6.0	-1.0	-13.5	-2.0	-0.1	16.9	18.7	-0.5	4.6	-0.9
COc1cccc(/C=C/C(=O)OCC(=O)c2ccc[nH]2)c1	0.1	0.1	-4.3	nt	-5.3	nt	-96.3	-79.2	-2.2	18.6	-8.2
CC1=C(C#N)C(NC(=O)c2ccccc2Cl)(C(F)(F)F)C(=O)N1 (stereo not given)	-0.3	13.4	4.4	1.7	-3.7	0.3	18.6	-2.1	0.0	-19.9	-2.5
O=C(Nc1cc(S(=O)(=O)N2CCCCCC2)ccc1OCC(F)(F)F)C1CCC1	-0.1	-5.3	-4.3	2.8	-3.5	-1.5	6.9	-11.9	0.2	-17.6	10.3
O=S(=O)(Nc1ccc(S(=O)(=O)N2CCCCC2)cc1)c1cccs1	-0.2	9.4	-9.8	-0.2	-3.9	-1.4	15.1	6.0	-0.7	-5.4	-2.5
Cc1cc(F)ccc1-c1cc(C(=O)NCc2ccccc2)[nH]n1	-0.1	10.9	7.8	nt	-6.1	nt	-83.8	-46.4	-1.6	7.1	-7.5
CC(=O)C(C(c1ccccc1)c1c[nH]c2ccccc12)[N+](=O)[O-] (stereo not given)	0.0	-1.5	8.8	11.7	-3.4	-2.1	34.8	31.8	-0.6	-96.7	-3.9
Cn1c(=O)cc(SCC(=O)N2CCN(C(=O)c3ccco3)CC2)c2ccccc21	0.0	5.1	-2.7	7.0	-3.6	0.9	-11.7	15.2	-0.2	6.5	-2.9
O=C(CC1Sc2ncnn2C1=O)Nc1ccc(Br)cc1 (stereo not given)	0.6	1.4	nt	5.9	-2.3	0.3	-12.7	16.3	4.0	-5.6	12.0
CCOC(=O)C(CC)Sc1cc(C)nc2ccc(OC)cc12 (stereo not given)	0.4	-2.0	-2.3	3.3	2.4	2.8	10.8	12.6	0.2	-20.4	0.9
COc1ccc2c(C)cc(N3CCOCC3)nc2c1	0.3	nt	-3.7	-37.7	-0.9	-0.4	-105.7	-93.2	2.9	-37.5	0.9
OCC1OC(n2cnc3c(NCCc4ccccc4)ncnc32)C(O)C1O (stereo not given)	0.1	24.9	0.5	-43.1	-5.1	4.6	-89.1	-40.1	4.4	6.2	-3.4
Fc1ccc(COc2cccc(CNCc3ccncc3)c2)cc1	0.2	-9.1	3.3	4.9	-0.8	-3.1	-5.7	15.8	-0.9	44.5	3.2
CC(C)(C)Nc1c(-c2cccs2)nc2ccccn12	0.1	-3.9	-0.1	-9.9	-4.3	3.4	-2.3	6.4	-2.5	10.9	-0.9
O=C1c2ccccc2CN1CCNS(=O)(=O)c1ccc2ccccc2c1	0.0	10.8	0.5	4.3	-5.0	2.5	16.7	0.4	1.7	0.9	-1.5

Some of these compounds in order of molecular weight, rising.
Compound	aDG glyco act	Vif inh	PDI turbidity	TRPM1 prom inh	CaV13 ICDI inh	NR2E3 ag-1	HIF-2a inh	Peg3 promoter	hiPSC survival	NR2E3 ag-2	Granule exo inh
O=C(c1cc(-c2ccccc2)on1)N1CCc2ccccc2C1	-0.1	5.3	11.6	-23.8	-2.6	-2.3	-211.7	-139.4	0.9	-40.3	-0.8
C=CCc1ccc(OCCCCN2CC(C)CC(C)C2)c(OC)c1 (stereo not given)	0.7	-6.0	-1.0	-13.5	-2.0	-0.1	16.9	18.7	-0.5	4.6	-0.9
Cn1c(=O)cc(SCC(=O)N2CCN(C(=O)c3ccco3)CC2)c2ccccc21	0.0	5.1	-2.7	7.0	-3.6	0.9	-11.7	15.2	-0.2	6.5	-2.9

(next part)
Compound	aDG glyco act	Vif inh	PDI turbidity	TRPM1 prom inh	CaV13 ICDI inh	NR2E3 ag-1	HIF-2a inh	Peg3 promoter	hiPSC survival	NR2E3 ag-2	Granule exo inh
Cc1cc(OCC(=O)N2CCOCC2)c(C(C)C)cc1Cl	-0.1	1.2	-0.4	4.5	nt	-1.1	7.8	10.7	-0.1	2.3	-3.5
C/C(=N\Nc1nnc(C)c(=O)[nH]1)C(=O)O	-0.2	8.8	5.0	-3.7	-5.6	0.8	18.5	-4.7	-0.9	-15.4	-5.8
COc1ccc(-c2noc(C(C)n3nc(C)c([N+](=O)[O-])c3C)n2)cc1OC (stereo not given)	0.1	-2.5	10.6	-5.3	-7.0	-1.8	-8.1	-14.5	-0.2	-8.8	-2.5
CC1CCC(NC(=O)c2cc(Cl)nc3ccccc23)CC1 (stereo not given)	0.0	-6.2	1.8	-10.9	-3.1	2.4	-112.1	-92.0	0.0	-9.9	-3.0
O=C(Nc1ccccc1)N1CCCN(c2ccc(C(F)(F)F)cn2)CC1	0.0	-0.3	3.7	1.5	-5.2	-2.5	17.9	1.8	0.2	26.4	9.2
CCc1nn2c(=O)cc(COc3ccc(NC(=O)c4ccco4)cc3)nc2s1	-0.1	2.4	-3.6	6.9	-5.1	2.0	-9.4	6.9	1.0	-3.4	-4.1
CCCCN(CC)CCCNC(=O)CC1Nc2ccccc2NC1=O (stereo not given)	-0.1	2.5	-1.3	4.2	nt	-1.8	14.3	8.7	-0.9	-23.7	1.7
COc1cc(C(=O)N/N=C/c2sc(N3CCOCC3)nc2-c2ccccc2)cc(OC)c1OC	-0.4	-0.4	-7.9	-0.2	-19.9	2.6	6.9	16.8	0.9	-6.8	-5.2
COc1ccccc1/C=C/[C@@H]1C[C@H]2CN(Cc3cccc(Cl)c3)C(=O)[C@]23CCCN13	0.2	4.3	-0.4	-3.3	-12.9	5.0	0.7	5.9	-1.0	13.7	4.2
Cc1ccc(C(=O)N2CCN(CCNC(=O)C(=O)NC(C)C)CC2)cc1	-0.2	0.8	0.5	9.2	-3.2	-0.4	8.5	2.4	2.2	-13.0	-2.8
O=[N+]([O-])c1cc2c(cc1/C=N\NS(=O)(=O)c1ccccc1)OCO2	0.1	2.9	0.2	25.9	-8.6	2.8	9.7	5.1	-3.6	-45.6	0.4
Clc1ccc(Oc2cnns2)c(Cl)c1	-0.3	2.3	5.8	5.6	-2.0	2.5	15.9	-9.2	1.4	-2.4	-6.1
Cc1cc(=S)n(-c2ccccc2)n1C	0.3	0.1	-5.5	4.4	-5.3	1.9	-1.0	-1.4	-1.4	-3.8	-2.1
O=C(CNC(=O)c1cnccn1)Nc1ccc(F)c(F)c1F	-0.1	nt	7.8	2.2	-3.9	-1.1	17.1	13.3	0.1	-15.1	0.6
COC(=O)c1nn(-c2cccc(C(F)(F)F)c2)c(=O)cc1Sc1ccccn1	-0.2	-14.2	5.5	-2.6	-3.2	1.1	-6.9	-0.1	-2.2	-2.8	2.1
Cc1ccc(-c2csc3ncn(/N=C/N(C)C)c(=O)c23)o1	-0.2	-10.2	-5.0	10.9	-4.3	4.6	9.7	10.3	2.0	-2.9	-1.2
CCOCc1nnc(NC(=O)CCS(=O)(=O)Cc2ccccc2)s1	0.8	14.2	3.4	-8.8	-19.0	4.3	22.6	-14.1	0.5	7.6	22.4
CCC(=O)N1CCc2cc(S(=O)(=O)CCC(=O)N3CCN(c4ccc(C(C)=O)cc4)CC3)ccc21	-0.1	3.2	-7.9	10.2	-7.0	-2.3	6.7	-5.7	0.0	4.5	-2.4
CC(C)N1CCN(Cc2ccc(Oc3ncccn3)cc2)CC1CCO (stereo not given)	0.0	-0.9	-12.3	-2.0	9.4	0.5	15.4	9.4	-0.3	-10.1	-1.6
COc1ccc(OC)c(NC(=O)CSc2nnc(-c3ccco3)n2-c2ccccc2)c1	0.0	-2.3	-0.6	-3.8	-5.0	-0.5	21.2	14.8	0.3	-13.8	-2.1
Cc1nc2sc(C(c3ccccc3)N3CC(C)OC(C)C3)c(O)n2n1 (stereo not given)	-0.3	-0.4	7.1	-5.8	-0.4	-2.6	9.0	-0.7	1.8	-24.3	-1.0
CN1CCN(c2ccc(NC(=O)COc3ccccc3)cc2Cl)CC1	0.7	3.2	5.4	-44.9	nt	nt	-207.2	-253.3	-0.5	-82.1	2.1
O=C(c1cnn2c(C(F)(F)F)cc(-c3ccco3)nc12)N1CCc2ccccc2C1	0.2	nt	3.1	-1.9	nt	4.9	-9.7	8.4	-2.6	-2.6	-0.8
Cc1cc(C)n2nc(C(=O)N/N=C/c3cccc(Cl)c3)nc2n1	-0.1	-26.6	-1.3	-6.6	-4.9	7.7	-36.3	-32.6	-0.8	-13.6	17.0
C=CCn1c(N2C(=O)CC(Cc3ccccc3)C2=O)nc2ccccc21 (stereo not given)	0.1	8.1	5.6	11.4	-7.9	-1.0	27.4	18.9	-0.6	-5.0	2.8
